ssDAF-12 act: S. stercoralis DAF-12 nuclear receptor activators, primary screen, cell-based, luminescence, HEK293, GRIP1 co-expression, lit1-tk-luc | Nuclear hormone receptor DAF-12 (Strongyloides stercoralis) | HEK293 ssDAF-12/GRIP1 lit1-tk-luc reporter; % of 3 µM dafachronic acid response | activation, % at 6.8 µM | 1% of 370,000 active;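 active means activation above the mean over all tested compounds plus 3 SD, cut at about 0.9% in these data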;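 further: 0% = DMSO-only wells and 100% = 3 µM delta7-dafachronic acid wells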
FXN GAA850 act: FXN promoter activators, primary screen, cell-based, luciferase luminescence, HEK293 lucGAA850; HEK293 lucGAA850 FXN promoter luciferase reporter, 24 h; percent of 10 µM SAHA response; activation, % at 6 µM; 0.56% of 360,000 active;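 active means activation above the average of all compounds screened plus 3 SD, cutoff fixed separately per campaign, cut at about 7.5% in these data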;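 further: 0% = DMSO wells and 100% = 10 µM SAHA wells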
PG9 Ab binder: binders of HIV-1 gp120 antibody PG9, primary screen, biochemical, TR-FRET; HIV-1 gp120 / PG9 antibody interaction; TR-FRET gp120-PG9 antibody binding; inhibition, % at 6.7 µM; 0.43% of 360,000 active; AID 624416, 2012; in the data active means inhibition above about 8.5%
DAX1 inh-1: DAX1 (NR0B1) inhibitors, primary screen, cell-based, HEK293, Gal4-DAX1, luciferase luminescence; Nuclear receptor subfamily 0 group B member 1 (Homo sapiens), P51843; AID 504766, 2011; inhibition, % at 6.75 µM; 0.99% of 340,000 active; HEK293 Gal4-DAX1 luciferase reporter;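 active means inhibition above the mean over all tested compounds plus 3 SD, cut at about 4.2% in these data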;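 further: 0% = DAX1-transfected cells with DMSO and 100% = empty-vector control cells with DMSO; inhibition shows as a rise in luminescence from relieved DAX1 repression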
Target sequence (P51843 207-470 limits assumed): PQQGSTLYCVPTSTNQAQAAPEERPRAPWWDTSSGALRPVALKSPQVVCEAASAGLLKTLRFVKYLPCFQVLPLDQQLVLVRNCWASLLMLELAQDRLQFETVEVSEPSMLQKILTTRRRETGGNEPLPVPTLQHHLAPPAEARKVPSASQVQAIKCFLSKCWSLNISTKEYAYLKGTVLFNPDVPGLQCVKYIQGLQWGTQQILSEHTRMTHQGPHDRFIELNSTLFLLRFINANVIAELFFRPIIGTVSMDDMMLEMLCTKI
PLC-beta3 inh: human PLC-beta3 inhibitors, primary screen, biochemical, fluorescence | 0.18% of 370,000 active | AID 720704, 2013 | inhibition, % at 12.2 µM | Purified PLC-beta3, fluorogenic substrate | 1-phosphatidylinositol 4,5-bisphosphate phosphodiesterase beta-3 (Homo sapiens), Q01970; in the data active means inhibition above about 11%;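 further: 0% = median of compound wells on plate and 100% = full blocker control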
DAX1 inh-2: DAX1 (NR0B1) inhibitors on StAR promoter, primary screen, cell-based, luminescence, SF-1 (NR5A1), full-length DAX-1; HEK293T StAR-luciferase reporter, SF-1/DAX-1 repression relief; inhibition, % at 6.8 µM; 1.1% of 370,000 active; AID 652010, 2013;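 active means inhibition above the mean over all tested compounds plus 3 SD, cut at about 3.6% in these data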;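 further: 0% = DAX-1 cells with DMSO and 100% = cells lacking DAX-1 with DMSO; higher inhibition means more luminescence from relief of DAX-1 repression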
hcDAF-12 act: H. contortus DAF-12 nuclear receptor activators, primary screen, cell-based, luminescence, HEK293, lit1-tk-luc reporter; HEK293 hcDAF-12 lit1-tk-luc reporter; 0% DMSO, 100% Δ7-dafachronic acid; activation, % at 6.8 µM; 1.4% of 370,000 active; AID 652067, 2013;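 active means activation above the mean of all tested compounds plus 3 SD, cut at about 5.5% in these data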;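 further: 100% = response to 3 µM Δ7-dafachronic acid high control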
NR1D1 modulator: modulators of Rev-erb alpha DNA binding, primary screen, biochemical, FITC-DNA, fluorescence polarization, uHTS. Nuclear receptor subfamily 1 group D member 1 (Homo sapiens), P20393. Rev-erbα–FITC-DNA binding, 90 min. activity, % at 10 µM. 0.79% of 370,000 active;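 active means activity above about 14%, limit read from the data; passing the limit was not always enough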;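 further: 0% = DMSO wells with 35 nM protein and 100% = DMSO wells with 750 nM protein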
Target sequence (P20393 whole entry, looked up): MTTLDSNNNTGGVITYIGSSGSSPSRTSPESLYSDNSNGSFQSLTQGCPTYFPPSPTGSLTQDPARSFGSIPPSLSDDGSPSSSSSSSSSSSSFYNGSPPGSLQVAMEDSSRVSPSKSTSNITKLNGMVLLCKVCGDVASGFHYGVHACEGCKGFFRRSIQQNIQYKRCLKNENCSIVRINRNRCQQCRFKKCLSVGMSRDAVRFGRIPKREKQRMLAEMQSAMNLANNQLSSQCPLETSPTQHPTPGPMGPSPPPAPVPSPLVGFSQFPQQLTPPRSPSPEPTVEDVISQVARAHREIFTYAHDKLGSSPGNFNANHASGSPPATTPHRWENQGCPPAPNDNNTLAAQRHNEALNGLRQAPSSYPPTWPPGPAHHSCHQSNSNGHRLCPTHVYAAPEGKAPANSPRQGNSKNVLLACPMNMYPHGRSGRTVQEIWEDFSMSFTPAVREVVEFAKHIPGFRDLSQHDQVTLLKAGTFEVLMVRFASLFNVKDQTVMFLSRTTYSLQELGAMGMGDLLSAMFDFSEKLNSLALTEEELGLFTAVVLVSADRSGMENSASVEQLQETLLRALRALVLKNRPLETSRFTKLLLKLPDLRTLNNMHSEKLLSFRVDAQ
sPLA2-III inh: human group III sPLA2 inhibitors, primary screen, biochemical, QFRET, BODIPY PC-A2 liposome substrate. QFRET BODIPY PC-A2 liposome hydrolysis, fluorescence. inhibition, % at 12.2 µM. 0.56% of 370,000 active;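 active means inhibition above mean plus 3 SD of compounds lying within the high and low control bounds, cut at about 19% in these data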;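 further: 0% = median of test compound wells and 100% = no enzyme DMSO wells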
SMARCA2 act: SMARCA2 (BRM) function activators, primary screen, cell-based, luminescence, high throughput. MG213 cells, MMTV-luciferase reporter, dexamethasone, overnight. activation, % at 9.1 µM. 1% of 370,000 active. AID 652017, 2013; in the data active means activation above about 7.8%;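 further: 0% = vehicle wells and 100% = reference activator wells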
hgDAF12 agonist: H. glycines DAF-12 receptor agonists, primary screen, cell-based, luminescence, HEK293, GAL4 fusion, UAS-luciferase. Nuclear hormone receptor DAF-12 (Heterodera glycines), GAL4 fusion. HEK293 GAL4-hgDAF12 UAS-luciferase reporter, agonist luminescence; normalized to butyrate control. activation, % at 6.8 µM. 1.8% of 370,000 active. AID 687014, 2013;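 active means activation above a cutoff set at the mean of all screened compounds plus 3 SD, cut at about 10% in these data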;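 further: 0% = DMSO wells and 100% = sodium butyrate wells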
* hit, by the source's call; i = inactive; x = not tested or not shown.

SMILES	ssDAF-12 act	FXN GAA850 act	PG9 Ab binder	DAX1 inh-1	PLC-beta3 inh	DAX1 inh-2	hcDAF-12 act	NR1D1 modulator	sPLA2-III inh	SMARCA2 act	hgDAF12 agonist
CCOc1cccc2c1OC1(C)CC2NC(=O)N1c1cccc(Cl)c1 (centres undefined)	-1.9	-3.0	-0.2	0.6	2	-0.1	-0.8	1	1	0	0.2
C/C(=N\OC(=O)c1ccc(F)cc1)c1sc(-c2ccc(Cl)cc2)nc1C	-1.2	3.4	1.3	-0.1	-6	0.4	4.2	11	1	-2	2.4
CS(=O)(=O)Oc1ccc(Br)cc1/C=C1/N=C(c2ccco2)OC1=O	-1.4	1.2	-0.2	-0.2	3	-0.1	-0.7	-1	-4	-1	-1.2
Cn1c(=O)c2c(nc(SCC(=O)NCc3ccc4c(c3)OCO4)n2Cc2ccc(F)cc2)n(C)c1=O	-1.1	4.4	-3.4	0.0	-1	-0.5	-1.4	4	5	-3	-1.9
C=CCOc1ccc(/C=C2\N=C(C)OC2=O)cc1OC	-1.6	1.2	-1.0	2.3	-7	0.1	-0.5	-3	4	-3	2.2
CCOc1cc(/C=N/Nc2nc(=O)[nH]nc2C)ccc1O	-0.4	1.4	-2.9	2.2	-1	-0.7	2.2	-4	1	1	9.6
Cc1ccc(-n2c(SCc3cccc4ccccc34)nnc2-c2ccccn2)cc1	-1.6	x	x	x	3	-0.9	-1.3	7	-5	-4	-3.1
O=C(CCNS(=O)(=O)c1ccccc1)N1CCOCC1	-0.9	-1.9	0.1	0.4	-3	-0.4	-2.6	-2	7	0	-0.8
O=C(Nc1cccnc1)c1cc(-c2ccccc2)on1	-0.6	1.2	3.0	0.0	-2	-0.1	-1.0	2	-2	-4	-1.2
CN(C)Cc1cc(C(C)(C)C)c(O)c(C(C)(C)C)c1	-1.3	1.5	0.9	-0.7	-2	-0.2	-0.8	-3	4	2	-3.5
CCCn1nc(NC(C)=O)c2cc3cccc(C)c3nc21	-1.4	2.2	1.4	0.1	i	-0.3	-1.9	-4	3	-1	-2.2
COC(=O)C1=C(C(=O)OC)[C@@H]2N(C)c3ccccc3[C@@]23C[C@@H](CO)N(C(=O)C2CCC2)C3=N1	-1.0	2.1	-0.5	-1.7	0	0.0	-2.8	-2	2	1	0.0
Cc1ccc2c(CC(=O)OC(C)C(=O)Nc3ncc(Cl)cc3Cl)coc2c1 (centres undefined)	-1.2	-1.9	-0.6	1.7	2	-0.4	-0.8	1	-20	-2	-0.4
CSc1sc(C(=O)NNC(C)=O)c2c1C=CCC2	-1.7	-0.8	-1.2	x	-10	1.0	0.3	2	-1	-2	1.0
COc1ccc(-c2cc(N)n(S(=O)(=O)c3ccc(F)cc3)n2)cc1OC	-2.7	-1.8	2.0	-2.1	6	-2.7	-4.1	3	-3	-4	-8.6
O=c1cc(-c2nn[nH]n2)[nH]c(=O)[nH]1	-0.8	-0.9	-1.0	-1.4	9	0.2	-0.7	-1	4	-1	4.8
COC(=O)C1=C(C(=O)OC)[C@]2([C@@H]3CCCCN[C@@H](Cc4ccccc4)C(=O)N3Cc3ccccc3)C=C[C@H]1O2	-1.4	-3.5	-2.3	1.0	1	-0.9	1.1	1	0	0	1.1
CC1CCCCN1C(=O)C1CCN(c2nc(-c3ccccc3)nc3c2CCC3)CC1 (centres undefined)	-0.9	1.1	0.5	-0.1	-6	-0.7	-1.0	11	1	0	1.0
Cc1ccc(C)c(S(=O)(=O)NCC(=O)OCC(=O)Nc2sccc2C(N)=O)c1	-1.1	1.7	0.1	-0.8	-9	0.5	-0.1	5	9	-4	-0.7
COc1ccc(Cn2c(=O)[nH]c3cc(C(=O)NCCCN4CCCC4)ccc3c2=O)cc1	-1.3	-1.2	0.9	2.3	-27	0.9	-1.2	-9	8	-3	0.2
CN(CCO)c1ccc2c(c1)OC[C@H](Cc1ccccc1)NS2(=O)=O	-1.6	x	-1.3	x	2	1.3	1.5	-4	0	-2	3.9
COc1ccc(NC(=O)CN(C)C(=O)C2CCCO2)cc1 (centres undefined)	-0.5	2.1	-1.6	0.8	3	0.6	-0.1	4	3	5	-0.7
COc1ccc(NC(=O)c2ccc(C(=O)c3ccccc3)o2)cc1	-1.4	1.3	-0.5	-0.7	2	-0.5	-1.2	2	-5	1	2.1
O=C(O)CCCNc1c(C(=O)Nc2ccc(Cl)cc2)cc([N+](=O)[O-])cc1[N+](=O)[O-]	0.4	2.5	-3.2	-1.7	7	0.3	0.9	5	-11	0	0.6
CCn1c(=N)n(CC(O)COc2cccc(C)c2)c2ccccc21 (centres undefined)	-0.9	-2.3	-0.6	0.8	3	-0.2	-2.2	-2	3	-1	-1.3
O=C(COc1ccccc1)Nc1ccc(N2CCCCC2)cc1	-1.2	0.4	-0.4	0.1	-2	1.5	0.1	-1	8	5	9.0
Cc1cc2nc3c(c(=O)n2[nH]1)CCCC3	-1.1	-0.5	-1.0	0.5	-5	0.6	-1.3	-1	6	3	-1.3
Cc1nn(Cc2ccc(F)cc2)c(Cl)c1/C=N/NC(=O)c1ccccc1	-1.5	0.2	-1.8	1.5	-7	-0.7	-0.5	1	-1	2	5.6
CC(C)Cc1ccc(C(C)NC(=O)c2ccc(=O)[nH]c2)cc1 (centres undefined)	-1.7	-1.4	-1.4	-0.4	-5	-0.1	-1.4	-4	-7	0	-1.3
COc1cccc(N2CCN(CC(=O)NC3=Nc4ccccc4N=C(C)C3c3ccccc3)CC2)c1 (centres undefined)	-1.4	-0.1	-1.4	x	-3	-0.5	0.8	-2	0	-1	0.7
CC(=O)c1ccc(OCCCC(=O)N2CCN(S(=O)(=O)c3ccc(C(C)C)cc3)CC2)cc1	-1.6	0.4	-1.6	-1.0	-4	-5.8	-2.8	-3	-27	-1	-5.5
CC1CCc2ccccc2N1CC(=O)Nc1cccc(S(=O)(=O)N2CCCC2)c1 (centres undefined)	-1.3	-1.8	-3.6	0.2	-1	-3.2	-1.5	-5	-4	0	-2.4
CCCc1cc(C(=O)N2CCCC(C(=O)c3cccc4ccccc34)C2)n(C)n1 (centres undefined)	-2.1	0.8	-1.0	-0.3	-2	-1.2	-3.0	8	-2	-4	-7.3
CCc1ccccc1NC(=O)CNC(=O)c1ccc(-n2cncn2)c([N+](=O)[O-])c1	-0.9	-0.4	-1.6	-0.4	4	-0.7	-0.5	0	4	5	-1.6
Cc1cc(C)c(C2=Nn3c(C)nnc3SC2C)cc1C (centres undefined)	-1.3	1.5	-2.3	-0.2	-4	0.0	-1.4	-4	3	-4	-0.7
COc1ccc(OC)c(CNC(=O)Cc2c(C(=O)O)[nH]c3ccccc23)c1	-0.6	-3.5	-1.0	-0.7	3	0.5	1.8	-3	-6	1	-2.1
Cc1ccc(S(=O)(=O)Nc2cc(-c3ccccc3)nn2C)cc1	-0.5	-0.5	0.5	x	-4	-0.2	4.9	2	-15	-2	4.1
COc1ccc(NC(=O)c2cc(-c3ccc4c(c3)OCO4)on2)cc1	-1.0	-0.1	-1.8	3.0	-3	0.4	-0.4	33*	0	-2	-0.6
CN(Cc1ccccc1)S(=O)(=O)c1cccc(C(=O)OCc2cccc([N+](=O)[O-])c2)c1	-1.3	x	x	x	-1	0.2	-0.8	1	1	-1	7.5
CC1=NN(C(=O)c2ccoc2C)C(O)(C(F)(F)F)C1 (centres undefined)	0.7	6.1	-1.3	1.8	-3	1.4	0.6	2	-1	7	8.1
COc1ccccc1N(C(=O)Cn1nnc(-c2ccc(C)o2)n1)C(C(=O)NC1CCCC1)c1ccncc1 (centres undefined)	0.1	-1.6	0.8	0.8	-7	0.1	2.5	2	-1	1	1.1
Cc1cc(=O)oc2c3c(cc(OCC(=O)NCc4ccncc4)c12)OC(C)(C)CC3	-1.0	1.8	3.1	-0.8	i	-1.7	-0.9	-8	-4	3	1.5
COc1ccc(C(=O)c2cc([N+](=O)[O-])ccc2N2CCCC2)cc1	-1.6	-2.1	-1.4	-2.3	4	-0.6	-1.1	-1	0	-1	-2.4
C=CCN1C(C(=O)OCC)CSCCS1(=O)=O (centres undefined)	-1.0	x	0.2	x	1	-1.2	-0.8	-5	4	-3	-0.6
O=Cc1ccc(/C=C2\c3ccccc3C(=O)N2c2ccccc2)o1	-1.0	x	-3.6	x	-149	1.3	0.8	1	11	0	-0.1
COc1ccccc1CNC(=O)CN(c1cccc([N+](=O)[O-])c1)S(C)(=O)=O	-1.4	0.1	-0.2	-0.2	3	0.4	-0.6	1	-1	-3	-1.1
Cc1cccc(NC(=O)CNC(=O)COc2ccc(-c3ccc(C#N)cc3)cc2)c1C	-1.0	1.1	3.5	-2.7	-8	-0.4	-2.7	14	-6	-2	0.0
COc1ccc(/C=N/N=C2\SCC(=O)N2c2c(C)n(C)n(-c3ccccc3)c2=O)cc1OC	-0.1	3.0	-0.8	0.2	-20	-0.3	-0.6	-1	0	-1	2.3
CC(C)(C)c1ccc(OCC(=O)Nc2cccc(S(=O)(=O)NC3=NCCCCC3)c2)cc1	-0.6	2.4	-1.3	-0.1	-8	0.3	-1.1	1	-4	-2	-1.7
Cc1ccc(S(=O)(=O)NCC(=O)N(CC(=O)NCc2ccco2)Cc2ccccc2)cc1	-1.7	-0.3	1.7	3.9	-7	0.0	0.3	5	-8	-3	0.1
CCN(CC)C(=S)Nc1ccc(OC(F)F)cc1	-1.2	-0.7	-0.9	0.9	-5	0.4	-0.5	-1	2	-4	1.6
CN(C)S(=O)(=O)c1ccc(Cl)c(NC(=O)COC(=O)CCC2CCCCC2)c1	-0.8	1.0	-2.2	-0.3	6	-0.7	0.0	-1	-46	-3	-2.4

2 compounds from above with just PG9 Ab binder, PLC-beta3 inh and FXN GAA850 act.
Compound	PG9 Ab binder	PLC-beta3 inh	FXN GAA850 act
CC(C)(C)c1ccc(OCC(=O)Nc2cccc(S(=O)(=O)NC3=NCCCCC3)c2)cc1	-1.3	-8	2.4
COc1ccccc1CNC(=O)CN(c1cccc([N+](=O)[O-])c1)S(C)(=O)=O	-0.2	3	0.1

High-throughput results deposited in PubChem BioAssay by several laboratories.
